# Assay outcomes from PubChem.
# EBNA-1 inh = EBNA-1 DNA-binding inhibitors, primary screen, biochemical, fluorescence polarization; inhibition, % at 14.8 µM; hit rate 0.34% among 300,000; in the data active means inhibition above about 28%
# PAFAH1B3 FP inh = PAFAH1B3 enzyme inhibitors, primary screen, biochemical, fluorescence polarization, human | Platelet-activating factor acetylhydrolase IB subunit alpha1 (Homo sapiens), Q15102 | recombinant PAFAH1B3, FP-rhodamine probe | inhibition, % at 3.39 µM | hit rate 0.28% among 340,000 | AID 492972, 2010;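 active means inhibition above the screen-wide average of all tested compounds plus 3 SD, cut at about 25% in these data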;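 further: 0% = enzyme with DMSO only and 100% = wells lacking PAFAH1B3 protein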
# pPAFAH FP inh = pPAFAH enzyme inhibitors, primary screen, biochemical, fluorescence polarization, human. recombinant pPAFAH, FP-rhodamine probe fluorescence polarization. AID 463082, 2010. inhibition, % at 3.39 µM. hit rate 1.5% among 330,000;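 active means inhibition above the mean inhibition across the screen plus 3 SD, cut at about 25% in these data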;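 further: inhibitors block binding of the rhodamine activity-based probe so polarization drops; 0% = enzyme with DMSO and 100% = wells lacking pPAFAH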
# Target sequence (Q13093 whole entry, looked up): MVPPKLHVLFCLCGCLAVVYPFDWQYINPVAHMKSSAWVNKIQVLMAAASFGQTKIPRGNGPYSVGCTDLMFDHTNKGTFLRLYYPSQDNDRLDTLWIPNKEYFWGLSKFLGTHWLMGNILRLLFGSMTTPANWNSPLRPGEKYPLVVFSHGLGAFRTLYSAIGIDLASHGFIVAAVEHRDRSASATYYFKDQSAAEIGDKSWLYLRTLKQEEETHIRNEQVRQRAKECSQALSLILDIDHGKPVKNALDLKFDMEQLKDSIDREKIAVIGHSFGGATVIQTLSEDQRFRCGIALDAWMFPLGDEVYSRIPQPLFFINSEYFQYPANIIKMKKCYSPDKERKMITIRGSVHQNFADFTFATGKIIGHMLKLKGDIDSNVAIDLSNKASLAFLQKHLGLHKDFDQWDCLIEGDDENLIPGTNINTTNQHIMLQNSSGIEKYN
# PREPL inhibitor = PREPL enzyme inhibitors, primary screen, biochemical, fluorescence polarization; recombinant PREPL, fluorescence polarization activity-based probe; inhibition, % at 5.96 µM; hit rate 0.68% among 320,000; AID 2751, 2010; in the data active means inhibition above about 43%;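 further: 0% = enzyme with DMSO and 100% = wells lacking enzyme; many of its hits are not listed in these tables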
# LYPLA1 counter = LYPLA1 inhibitors, primary screen, counter-screen for PME1 inhibitor project, biochemical, fluorescence polarization, FP-Rh probe ABPP. recombinant LYPLA1. hit rate 0.16% among 320,000. inhibition, % at 5.9 µM;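 active means inhibition above the mean of all tested compounds plus 3 SD, set per campaign, cut at about 14% in these data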;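 further: inhibitors block serine hydrolase probe labeling of LYPLA1 so polarization falls; 0% = enzyme with DMSO and 100% = wells lacking LYPLA1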
# Target sequence (O75608 whole entry, looked up): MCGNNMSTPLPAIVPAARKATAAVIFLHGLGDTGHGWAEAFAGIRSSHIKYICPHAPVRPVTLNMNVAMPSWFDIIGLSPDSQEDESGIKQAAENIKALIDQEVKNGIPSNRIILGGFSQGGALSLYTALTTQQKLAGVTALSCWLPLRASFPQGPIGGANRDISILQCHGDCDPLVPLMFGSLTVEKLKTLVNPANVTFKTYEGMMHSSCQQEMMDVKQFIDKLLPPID
# ZTA counter = blocks Epstein-Barr virus ZTA, an EBNA-1 counter-screen. P03206. ZTA-DNA binding, fluorescence polarization. inhibition, % at 11 µM. hit rate 0.15% among 320,000; in the data active means inhibition above about 33%
# PAFAH1B2 inh = PAFAH1B2 enzyme inhibitors, primary screen, biochemical, fluorescence polarization, human; Platelet-activating factor acetylhydrolase IB subunit alpha2 (Homo sapiens), P68402; recombinant PAFAH1B2, FP-rhodamine activity probe; inhibition, % at 3.39 µM; hit rate 1.2% among 340,000; AID 492953, 2010;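 active means inhibition above the mean of all tested compounds plus 3 SD, cut at about 24% in these data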;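 further: 0% = enzyme with DMSO and 100% = wells lacking PAFAH1B2; many of its hits are not listed in these tables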
# Target sequence (P68402 whole entry, looked up): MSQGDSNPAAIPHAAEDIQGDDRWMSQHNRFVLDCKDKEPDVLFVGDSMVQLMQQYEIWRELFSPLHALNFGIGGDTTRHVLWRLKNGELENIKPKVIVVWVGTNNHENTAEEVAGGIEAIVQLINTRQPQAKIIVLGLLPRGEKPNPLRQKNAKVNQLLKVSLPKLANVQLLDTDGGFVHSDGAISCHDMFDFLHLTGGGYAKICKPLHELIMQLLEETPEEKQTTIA
# PAFAH2 FP inh = PAFAH2 enzyme inhibitors, primary screen, biochemical, fluorescence polarization, human; Platelet-activating factor acetylhydrolase 2, cytoplasmic (Homo sapiens), Q99487; recombinant PAFAH2, FP-rhodamine activity probe; inhibition, % at 3.39 µM; hit rate 0.99% among 340,000;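 active means inhibition above the mean over all tested compounds plus 3 SD, cut at about 30% in these data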;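 further: inhibitors block probe labeling of enzyme so polarization drops; 0% = enzyme with DMSO and 100% = wells lacking PAFAH2 protein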
# LYPLA2 inh = LYPLA2 inhibitors, primary screen, counter-screen for PME1 inhibitor project, biochemical, fluorescence polarization, FP-Rh probe ABPP | Acyl-protein thioesterase 2 (Homo sapiens), O95372 | hit rate 0.38% among 320,000 | inhibition, % at 5.9 µM | AID 2177, 2009 | recombinant LYPLA2;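 active means inhibition above the screen-wide mean plus 3 SD, limit set per campaign, cut at about 26% in these data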;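 further: 0% = LYPLA2 with DMSO and 100% = wells lacking LYPLA2 enzyme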
# * hit, by the source's call; . = not tested or not shown.
SMILES,EBNA-1 inh,PAFAH1B3 FP inh,pPAFAH FP inh,PREPL inhibitor,LYPLA1 counter,ZTA counter,PAFAH1B2 inh,PAFAH2 FP inh,LYPLA2 inh
Cc1cc(C(=O)NCc2ccccc2F)c2ccccc2n1,4.4,16.3,6.0,5.1,1.7,-5.3,5.9,-2.0,-0.5
COc1cc(OC)c2c(-c3ccccc3)cc(=O)oc2c1,-8.7,10.0,-2.4,8.3,-4.0,-5.4,3.3,-10.4,-1.3
COc1ccc(-n2nnnc2SCc2nc3ccccc3s2)cc1,0.7,-4.1,4.1,-35.6,1.6,-8.1,-0.5,-2.5,8.3
C/C(=N\Nc1ccc([N+](=O)[O-])cc1)c1ccc(C#N)cc1,6.3,5.4,1.0,6.2,-1.0,19.0,-5.9,-14.8,0.2
Clc1ccc2oc3c(Cl)ncnc3c2c1,-16.1,-2.5,1.3,-4.1,-0.2,-15.1,-2.6,4.4,0.2
COc1ccc(-c2cn(-c3cccc(C)c3)c(=O)[nH]2)cc1OC,2.2,5.3,2.4,0.0,6.1,-3.1,0.5,5.4,10.1
COc1ccc(-n2ncc3c(=O)n(CC(=O)Nc4ccc5c(c4)OCCO5)cnc32)cc1,-3.4,-4.3,0.2,-7.9,0.7,8.7,2.9,10.0,-1.4
CC1CCCCN1Cc1c(C#N)c2ccccc2n1C (stereo not given),-0.8,5.0,0.6,-5.6,2.7,-7.6,3.2,-1.7,15.5
Cc1ccc(NC(=O)c2ccc(S(=O)(=O)N3CCC(C)CC3)cc2)cc1,4.7,5.1,-0.1,-0.7,0.6,0.8,14.0,3.0,11.8
CS(=O)(=O)Nc1ccc(C(=O)N2CCCCC2)cc1,6.0,4.6,2.7,2.5,-1.2,-12.6,-2.0,2.6,-0.5
NC(=O)C1=CN(Cc2ccc(Cl)cc2)CCC1C(F)(F)F (stereo not given),-11.5,8.9,-1.6,2.9,-1.2,-3.4,9.8,-2.9,0.8
Cc1cccc(OCc2nnc(SC(C)C(=O)Nc3ccc(N4CCOCC4)cc3)o2)c1 (stereo not given),.,4.1,7.2,23.0,.,.,0.6,-11.3,.
COc1cc(NC(=O)C2=C(N3CCOCC3)/C(=C\c3ccc(Cl)cc3Cl)CC2)cc(OC)c1OC,-8.2,5.0,11.5,9.0,1.1,-6.9,-2.8,5.1,2.5
CN(CCc1ccccn1)C(=O)CCC1CCCN(C(=O)CN2CCCCCC2)C1 (stereo not given),5.5,2.0,6.0,7.1,-0.2,1.2,-2.4,4.8,10.0
O=C(CN1CCC(NC(=O)c2ccco2)CC1)Nc1ccccc1C(F)(F)F,-1.6,22.9,1.6,2.7,1.5,-1.1,3.2,-16.2,0.1
Oc1ccc(-c2csc(Nc3cccc4ccccc34)n2)cc1O,2.1,7.2,72.4*,17.8,-12.3,-28.9,2.1,15.8,-9.6
CC(c1ccco1)N(C(=O)c1ccc(Cl)s1)c1ccccn1 (stereo not given),-2.6,.,1.1,-5.2,2.3,7.5,.,.,-5.2
COc1ccc(C(=O)n2cnc(N)n2)cc1,-5.3,-0.5,-3.7,19.7,1.9,-9.9,3.9,1.5,-0.5
Cc1ccc(NC(=O)CN(C)C(=O)CCSc2ccc(F)cc2)cc1,.,0.0,4.2,2.2,-1.2,-11.4,7.2,1.4,6.2
Cc1ccc(Nc2nc(Cl)c(C=O)s2)cc1,-2.8,-0.8,10.5,-3.9,-3.4,-7.9,-0.7,-9.9,0.0
Cc1cccc(OCCn2c(-c3ccco3)nc3ccccc32)c1,-7.6,6.4,2.9,10.2,-5.2,-0.7,-0.7,-0.9,2.1
CCOC(=O)COc1cccc(C2NC(=O)c3ccccc3O2)c1 (stereo not given),2.5,3.6,-0.4,-7.5,-0.5,1.0,-4.2,-6.1,-3.5
Cc1ccc2c(c1)N(Cc1cccc(F)c1)C(=O)C(C)O2 (stereo not given),2.2,2.7,2.1,-19.4,-2.3,7.0,-5.4,0.5,3.4
Cn1c(CSCc2ccccc2)nnc1SCC(=O)Nc1nccs1,-0.3,-7.7,2.8,-19.1,0.4,-15.5,2.7,-9.8,8.9
Cc1ccc(-c2nc3ccccc3[nH]2)cc1NC(=S)NC(=O)c1ccccc1Br,-2.2,-6.3,-27.0,-19.7,-35.8,1.0,-14.5,-71.5,-66.9
CCCCOc1ccc(N(CC(=O)NC(C)(C)C)C(=O)CCC(=O)Nc2nccs2)cc1,-7.4,9.2,7.7,1.3,1.3,6.2,-1.0,-2.8,5.1
Cn1c(N)c(C(C[N+](=O)[O-])c2ccccc2Cl)c(=O)n(C)c1=O (stereo not given),4.2,3.9,-2.1,7.1,-0.9,4.8,5.0,4.2,1.0
CCSc1nnc(NC(=O)C2C3CCC(C3)C2C(=O)O)s1 (stereo not given),5.3,4.5,3.7,4.6,-2.0,-13.7,2.9,3.4,4.1
N#Cc1cc(C#N)c(N2CCN(c3ccccn3)CC2)nc1N,5.1,3.6,3.9,-12.5,-0.4,-5.8,2.6,9.4,3.6
COc1cccc(-c2nn3c(-c4ccco4)nnc3s2)c1,11.4,-0.7,2.7,5.0,2.5,-0.2,2.0,10.6,7.5
O=C(N/N=C/c1cc(Br)cc(Br)c1O)c1ccncc1,-14.6,.,5.8,-5.9,2.6,-1.7,.,.,-3.3
CC1=CC2=NC(=O)/C(=C\c3cc(C)n(-c4ccccc4)c3C)C(=N)N2O1,5.1,0.7,10.0,4.5,-4.3,-1.8,-0.1,-6.5,0.1
CCc1c(O)nc(SCC(=O)c2ccccc2)n(-c2ccccc2)c1=O,-7.0,8.8,26.2*,2.5,0.5,-0.8,1.0,13.6,11.1
CCOc1ccc2[nH]c(=O)c(CN(CCN3CCCC3)C(=S)Nc3ccccc3OCC)cc2c1,1.8,6.3,0.3,12.4,-3.1,1.3,-1.4,-1.8,-8.4
CC(=O)N1CCC(C(=O)N2CCN(S(=O)(=O)c3cccs3)CC2)CC1,-1.1,3.3,2.5,14.3,0.3,-14.9,1.4,3.3,2.1
Cc1cccc(NC(=O)N2CCCC2C(=O)Nc2ccccc2)c1 (stereo not given),1.7,2.7,-3.0,-3.1,1.4,-3.7,-2.0,1.3,2.3
CC(=O)N1CCc2cc(Br)cc(S(=O)(=O)N3CCCCC3)c21,9.3,11.7,5.0,-0.9,2.3,22.1,4.3,-4.5,0.0
Cc1cc(S(=O)(=O)Nc2c(C)ccc3nsnc23)ccc1F,3.2,7.3,3.0,4.5,-0.5,-11.3,4.6,-4.4,2.5
COCCCNC(=S)NNC(=S)NCCCOC,-16.1,.,-1.1,-7.4,-0.9,-12.6,.,.,2.8
CCCCC(CC)COC(=O)c1ccc(N(C)C)cc1 (stereo not given),.,10.7,3.5,-0.5,4.4,7.2,3.7,6.6,6.0
CCOc1ccc(C(C(=O)NC2CCCCC2)N(C(=O)c2ccco2)c2ccc(-n3cnnn3)c(C)c2)cc1 (stereo not given),-5.5,2.4,0.9,-2.9,0.8,10.7,4.0,3.9,5.9
O=C(COC(=O)CCc1nc2ccccc2s1)Nc1ccc(S(=O)(=O)N2CCOCC2)cc1,7.0,4.5,6.1,4.5,-2.6,-2.4,5.4,-6.4,-2.6
CC(=O)Nc1ccc(S(=O)(=O)Nc2nc3ccccc3nc2N2CCCC2)cc1,11.3,0.9,4.8,6.2,0.1,3.0,-4.3,0.0,-3.6
CC1CCN(C(=S)c2ccc(-c3ccc(Cl)cc3Cl)o2)CC1,5.7,4.1,1.7,-4.5,-1.0,11.2,-4.3,-3.0,3.8
Cc1noc(C)c1C(=O)N1CCC(Cc2ccccc2)CC1,-1.0,2.9,3.8,4.1,0.6,-6.3,2.5,7.5,-4.5
Cn1c(NC(=O)c2ccco2)cc(=O)n(C)c1=O,7.0,4.1,-0.3,-3.2,-1.4,4.7,3.0,6.0,1.1
O=C(Cn1cnc(S(=O)(=O)N2CCCCC2)c1)N1CCN(c2ccc([N+](=O)[O-])cc2)CC1,-4.8,4.6,0.7,14.5,0.6,9.6,8.0,8.5,8.6
CC(C)CCN=Cc1c(O)n(-c2ccccc2)c(=O)c2ccccc12,2.4,9.8,2.0,6.5,-1.2,0.2,9.5,0.7,-8.3
CC(N=C1NS(=O)(=O)c2ccccc21)C(=O)Nc1ccc(F)cc1Cl (stereo not given),.,-0.5,-3.1,14.8,0.5,-10.6,0.2,1.4,8.1
Cc1cc(C)nc(SCc2nnc(SCC(=O)Nc3ccc(C)c(C)c3)n2Cc2ccco2)n1,0.2,4.4,10.1,-102.0,-1.7,-21.9,0.7,-13.1,2.4
COc1cc(C(=S)N2CCCCC2)ccc1OCC(=O)Nc1ccccc1Cl,-3.5,-11.5,5.9,6.7,-1.5,3.6,4.8,-0.3,4.2
C=CCOc1ccccc1CN(CCc1ccccc1)C(=O)c1cccc(S(C)(=O)=O)c1,-3.6,2.3,-0.1,10.7,2.6,3.3,7.4,9.1,3.2
CN(NC(=O)c1ccc(Cl)cc1)c1cccc(Cl)n1,-3.0,4.9,-4.3,5.1,1.7,11.0,2.9,-2.3,8.3
CCOc1ccc(C2C(C#N)=C(N)SC(N)=C2C#N)c(OCC)c1,7.6,-9.5,-3.9,-27.4,-19.8,-1.3,-4.1,-17.9,-39.7
COc1ccc(-c2nc(CCl)cs2)cc1,4.3,2.9,1.0,1.5,1.2,14.4,0.6,6.5,5.2
CCOc1ccc(C2NC(=O)CCC2[N+](=O)[O-])cc1 (stereo not given),-14.0,6.4,-4.9,-3.4,6.7,-17.3,0.7,0.6,6.4
COc1ccc(C2C(C(=O)N3CCOCC3)CCC(=O)N2c2cc(OC)c(OC)c(OC)c2)cc1 (stereo not given),8.1,5.0,-0.3,11.4,2.5,12.3,5.8,-2.6,8.3
Cc1ccc(NCc2nnc(SCC(=O)O)n2Cc2ccccc2)cc1Cl,-7.4,.,-1.0,8.0,-7.6,5.4,.,.,-3.4
NS(=O)(=O)c1ccc(CCNC(=O)CN2CCN(Cc3cccc4ccccc34)CC2)cc1,6.4,6.7,5.9,17.5,3.5,6.0,5.3,-9.0,4.9
Cc1occc1C(=O)NNC(=S)Nc1ccccc1,5.7,4.6,2.0,3.3,0.8,-0.2,1.9,1.8,3.4
COc1ccc(CNC(=O)c2ccc(N3CCC4(CC3)CC(c3ccc(Cl)cc3)=NO4)c([N+](=O)[O-])c2)cc1,-7.2,7.4,-2.9,17.5,-2.6,-15.6,2.9,-0.2,5.6

# Only part of the results is shown, so the mix of outcomes need not match the whole.
